Screening data (PubChem BioAssay)
CBFb-RUNX1 inh: CBF-beta/RUNX1 interaction disruption; Q01196+Q13951; AlphaScreen CBFb-His/RUNX1-biotin binding, biochemical; Potency, µM (top dose mostly 59.8 µM), inactives show at the highest dose activity, negative = inhibition, most hits filed as inhibitors; 230,000 tested, under 10 active; note: % of control where 0% means no effect
Target sequence (Q01196 whole entry, looked up): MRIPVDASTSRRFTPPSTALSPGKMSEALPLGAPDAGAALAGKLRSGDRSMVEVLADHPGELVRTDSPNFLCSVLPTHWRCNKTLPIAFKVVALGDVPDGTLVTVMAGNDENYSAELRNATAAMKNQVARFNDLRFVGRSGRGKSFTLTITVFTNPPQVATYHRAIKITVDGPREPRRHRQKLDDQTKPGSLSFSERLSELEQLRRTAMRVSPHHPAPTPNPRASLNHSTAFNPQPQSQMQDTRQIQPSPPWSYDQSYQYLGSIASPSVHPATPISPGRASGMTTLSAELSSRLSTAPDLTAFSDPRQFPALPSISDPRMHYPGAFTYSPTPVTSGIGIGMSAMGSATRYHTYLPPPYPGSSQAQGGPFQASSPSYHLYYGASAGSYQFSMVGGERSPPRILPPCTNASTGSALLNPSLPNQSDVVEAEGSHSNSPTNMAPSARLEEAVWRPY
Target sequence (Q13951 whole entry, looked up): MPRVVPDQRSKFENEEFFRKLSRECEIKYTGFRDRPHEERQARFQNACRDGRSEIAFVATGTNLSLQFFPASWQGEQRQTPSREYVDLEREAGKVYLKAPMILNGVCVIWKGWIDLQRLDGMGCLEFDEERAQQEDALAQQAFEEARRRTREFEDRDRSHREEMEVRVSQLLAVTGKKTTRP
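Inhibition was taken as any reduction in AlphaScreen signal from the CBF-beta–RUNX1 pair (His and biotin tags, 30 nM each), measured after compound (15 min) and bead (90 min) incubations at room temperature.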
GAA spleen mod: lysosomal alpha-glucosidase (human) modulation. P10253. human spleen homogenate, 4-MU-alpha-glucoside fluorescence. Potency, µM (series often up to 79.9 µM), without a hit: at the highest dose activity change, negative = inhibition, hits mostly inhibitors. 240,000 tested, 0.006% active. AID 2112;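 note: potency is the fitted concentration of half-maximal effect; 0% = enzyme with vehicle and -100% = no enzyme basal signal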
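Enzyme source: human spleen homogenate, 1 ug/well. Buffer 50 mM citric acid/K phosphate pH 5.0, 0.01% Tween-20. 4-MU-alpha-glucoside 1 mM; 37 C x 40 min; NaOH/glycine stop; fluorescence.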
GAA glycogen mod: alters human alpha-glucosidase cleavage of glycogen | P10253 | recombinant GAA, glycogen substrate, Amplex Red glucose oxidase fluorescence | Potency, µM (doses to about 76.4 µM), for inactives: at the top dose activity change, negative = inhibition, usual class: inhibitors | 300,000 tested, 0.38% active | AID 2100;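 note: potency is the fitted concentration of half-maximal effect; 0% = full enzyme reaction and -100% = no-enzyme basal signal; the screen sought inhibitors and activators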
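Recombinant enzyme (4 nM final) with compounds titrated up to 77 uM and bovine liver glycogen (30 ug) in citrate pH 5.0, 0.01% Tween-20, 37 C 40 min. Released glucose detected by Amplex Red/glucose oxidase (Ex 573/Em 610); AC50 from Hill fits.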
HTT cytoprotect: Huntington cell model cytoprotection by ATP luminescence; PC12 HTT-Q103 induced, cytoprotection, ATP luminescence, 40 h; Potency, µM (top dose mostly 56.4 µM), for inactives: cytoprotection (ATP increase), most hits filed as activators; 230,000 tested, 0.14% active; AID 1471;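 note: potency is the fitted concentration of half-maximal effect; % of control where 0% means no effect; nearly all actives have a fitted effect of over 45% in size; toxic huntingtin expression switched on by the ecdysone agonist tebufenozide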
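Quantitative HTS on tebufenozide-induced (100 nM) PC12 cells expressing HTTQ103 exon 1–GFP; compounds tested as a concentration series; survival measured via cellular ATP.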
HTT aggregate: mutant huntingtin aggregation inhibition. PC12 HttQ103-GFP aggregates, Acumen cytometry, 40 h. Potency, µM (titrated, usually from 46.1 µM), for inactives: at the highest dose activity change, negative = inhibition, usual class: inhibitors. 220,000 tested, 1.1% active. AID 1688; note: potency is the fitted concentration of half-maximal effect; % is set by controls: 0 for no effect and ±100 for the full control effect; nearly all actives have a fitted effect of over 60% in size
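Aggregates are detected as GFP objects 1–25 µm with signal 6 STDEV over background in lysates of induced PC12 cells. These carry Huntingtin exon 1 with 103 glutamines fused to GFP under an ecdysone promoter; compounds titrated.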
GAA inh: alpha-glucosidase (human) inhibition. P10253. purified human GAA, 4-MU-alpha-glucoside fluorescence. Potency, µM (highest dose often 76.9 µM), for inactives: top-dose activity change, negative = inhibition, hits mostly inhibitors. 200,000 tested, 0.005% active. AID 1466;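 note: potency is the fitted concentration of half-maximal effect; plate controls were uninhibited enzyme wells for no effect and no-enzyme background for full effect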
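Activity normalized between no-enzyme (basal) and enzyme-only wells. Conditions: 4 nM human enzyme, 400 uM fluorogenic substrate, citrate/phosphate pH 5.0 with Tween-20, 20 min room temperature, compounds up to 77 uM.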
Lamin A splicing: modulators of lamin A splicing; Potency, µM (doses to about 46.1 µM), for inactives: top-dose ratio change, negative = inhibition, usual class: inhibitors; 200,000 tested, 0.01% active; HeLa LMNA splicing GFP/RFP minigene ratio, 48 h; active = well fitted inhibition curve with a large enough effect in the signal ratio, with a control signal flat, not every such curve was filed as active; inconclusive = small, poorly fitted or top-dose-only effect, or effect the other way, or a change in a side signal; the % refers to the signal ratio; note: potency is the fitted concentration of half-maximal effect; % is set by controls: 0 for no effect and ±100 for the full control effect
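S3 HeLa cells stably expressing lamin A-EGFP splicing minigene plus DsRed2, 600 cells/well, 48 h compound exposure at 37C. Laser-scanning cytometry; analysed as GFP (500-530 nm)/RFP (575-640 nm) total intensity ratio; 0.5% DMSO vehicle.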
Numbers without * were called inactive; [ ] = dose if it differs, or a comment. Unless noted, calls come from the whole dose curve; as a rule, active = well fitted curve in the direction sought with a large enough effect; inconclusive = small, poorly fitted or top-dose-only effect, or another doubt; inactive = no such curve, though single readings can be large; an effect the other way counts as inactive or inconclusive.

For Cn1c(SCC(=O)N2CCOCC2)nc2sc3c(c2c1=O)CCCC3 the results were CBFb-RUNX1 inh -2%, GAA spleen mod -9%, GAA glycogen mod -16%, HTT cytoprotect -30%[10 µM], HTT aggregate -5%, GAA inh -5% and Lamin A splicing -18%.
Screening COc1ccc(C2C(C(C)=O)=C(O)C(=O)N2c2nccs2)c(OC)c1 (stereo not drawn) returned CBFb-RUNX1 inh -2%, GAA spleen mod -2%, GAA glycogen mod -6%, HTT cytoprotect -18%, HTT aggregate -21%[9.22 µM], GAA inh 4% and Lamin A splicing -1%[46 µM].
CCOC(=O)N1CCN(S(=O)(=O)c2ccc3[nH]c(=O)sc3c2)CC1 was read as CBFb-RUNX1 inh 1%, GAA spleen mod -14%, GAA glycogen mod -24%, HTT cytoprotect 3%, HTT aggregate inconclusive, GAA inh -6% and Lamin A splicing inconclusive.
`COc1cc(/C=N/N=C2/C(=O)Nc3ccccc32)cc(OC)c1O` gave CBFb-RUNX1 inh 12%, GAA spleen mod -21%, GAA glycogen mod 8%, HTT cytoprotect -11%[10 µM], HTT aggregate 18%, GAA inh -3% and Lamin A splicing inconclusive.
For COc1ccc(OC)c(CN2CCC(C(=O)N(C)CCc3ccc(OC)c(OC)c3)CC2)c1 the results were CBFb-RUNX1 inh 0%, GAA spleen mod -5%, GAA glycogen mod 2%, HTT cytoprotect 8%[10 µM], HTT aggregate 12%[9.22 µM], GAA inh -5% and Lamin A splicing inconclusive.
CN(C)/C=N/c1ncnc2c1cnn2-c1ccc(C(F)(F)F)cn1 was read as CBFb-RUNX1 inh 22%, GAA spleen mod -1%, GAA glycogen mod 3%, HTT cytoprotect -8%[10 µM], HTT aggregate -4%, GAA inh 4% and Lamin A splicing -11%.
`COc1ccc(-n2nc3c(c2NC(=O)C24CC5CC(CC(C5)C2)C4)CS(=O)C3)cc1` (stereo not drawn) gave CBFb-RUNX1 inh 1%, GAA spleen mod 5%, GAA glycogen mod -1%, HTT cytoprotect 0%, HTT aggregate -6%, GAA inh -3% and Lamin A splicing -6%.
For Nn1c(SCC(=O)NCCCc2ccccc2)nnc1-c1cccnc1 the results were CBFb-RUNX1 inh 11%, GAA spleen mod -5%, GAA glycogen mod 2%, HTT cytoprotect -1%[10 µM], HTT aggregate 1%[9.22 µM], GAA inh -3% and Lamin A splicing 20%[46 µM].
`CC(C)(C)N(CC#CCC(O)(c1ccccc1)C1CCCC1)CCO` (stereo not drawn) gave CBFb-RUNX1 inh 12%, GAA spleen mod -2%, GAA glycogen mod -7%, HTT cytoprotect -14%[10 µM], HTT aggregate -12%[9.22 µM], GAA inh inconclusive and Lamin A splicing 5%[46 µM].
`Cc1nnc(SCCn2c(N3CCCCCC3)nc3c2c(=O)[nH]c(=O)n3C)s1` gave CBFb-RUNX1 inh -5%, GAA spleen mod -7%, GAA glycogen mod -1%, HTT cytoprotect -15%, HTT aggregate -16%, GAA inh -4% and Lamin A splicing 10%.
Screening COC(=O)c1ccc(C(/C=C/[C@@H](C)C(=O)N(C)C)NC(=O)OCc2ccccc2)cc1 (stereo partly drawn) returned CBFb-RUNX1 inh -5%, GAA spleen mod -5% and HTT cytoprotect -2%.
Screening COc1ccc(NC(=S)N2CCC(N(C)CC3CCCO3)CC2)cc1 (stereo not drawn) returned CBFb-RUNX1 inh 23%, GAA spleen mod 3%, GAA glycogen mod 3%, HTT cytoprotect 36%[10 µM], HTT aggregate -2%, GAA inh -6% and Lamin A splicing -8%.
`CCOC(=O)C1=C(CC)Nc2ccccc2N=C1NC(=O)c1cccc(S(=O)(=O)N2CCCC2)c1` gave CBFb-RUNX1 inh -4%, GAA spleen mod -12%, GAA glycogen mod 5%, HTT cytoprotect 5%, HTT aggregate 2%, GAA inh inconclusive and Lamin A splicing 7%.
For CN1CCc2c(sc3c2C(=O)NC(c2ccccn2)N3)C1 (stereo not drawn) the results were CBFb-RUNX1 inh 13%, GAA spleen mod 17%, GAA glycogen mod -10%, HTT cytoprotect -8%[0.074 µM], HTT aggregate 32%, GAA inh inconclusive and Lamin A splicing 8%.
CCNc1nc(NC(C)C)nc(Oc2ccc(OCCOc3ccc(C)cc3)nn2)n1 was read as CBFb-RUNX1 inh -1%, GAA spleen mod -2%, GAA glycogen mod -2%, HTT cytoprotect 1%, HTT aggregate 12%, GAA inh -7% and Lamin A splicing inconclusive.
Screening COc1ccccc1NC(=O)c1cc(S(=O)(=O)N2CCC3(CC2)OCCO3)ccc1F returned CBFb-RUNX1 inh 2%, GAA spleen mod -6%, GAA glycogen mod 9%, HTT cytoprotect -9%, HTT aggregate -28%, GAA inh -11% and Lamin A splicing -13%.
C=CCN(CC=C)C(=O)c1cccc(S(=O)(=O)N2c3ccccc3CC2C)c1 (stereo not drawn) was read as CBFb-RUNX1 inh 5%, GAA spleen mod 7%, GAA glycogen mod 5%, HTT cytoprotect 6%[10 µM] and HTT aggregate 27%[9.22 µM].
Nc1nnc(SCc2cccnc2)s1 was read as CBFb-RUNX1 inh 9%, GAA spleen mod 2%, GAA glycogen mod 9%, HTT cytoprotect 1%[0.074 µM], HTT aggregate -7%, GAA inh -11% and Lamin A splicing 21%.
`O=C(Nc1ccc2c(c1)CCC2)c1cnc(Cl)c(Cl)c1` gave CBFb-RUNX1 inh 4%, GAA spleen mod 2%, GAA glycogen mod 2%, HTT cytoprotect -61%[inhibitor], HTT aggregate -10%, GAA inh 7% and Lamin A splicing 16%[9.22 µM].
Screening COc1ccc(NC(=O)CN2C(=O)c3cccc4cccc2c34)c(OC)c1 returned CBFb-RUNX1 inh -3%, GAA spleen mod 3%, GAA glycogen mod 5%, HTT cytoprotect 18%, HTT aggregate 3%, GAA inh 3% and Lamin A splicing 3%.

Entries from the list above that contain a halogen, in the order listed:
CN(C)/C=N/c1ncnc2c1cnn2-c1ccc(C(F)(F)F)cn1 was read as CBFb-RUNX1 inh 22%, GAA spleen mod -1%, GAA glycogen mod 3%, HTT cytoprotect -8%[10 µM], HTT aggregate -4%, GAA inh 4% and Lamin A splicing -11%.
Screening COc1ccccc1NC(=O)c1cc(S(=O)(=O)N2CCC3(CC2)OCCO3)ccc1F returned CBFb-RUNX1 inh 2%, GAA spleen mod -6%, GAA glycogen mod 9%, HTT cytoprotect -9%, HTT aggregate -28%, GAA inh -11% and Lamin A splicing -13%.
`O=C(Nc1ccc2c(c1)CCC2)c1cnc(Cl)c(Cl)c1` gave CBFb-RUNX1 inh 4%, GAA spleen mod 2%, GAA glycogen mod 2%, HTT cytoprotect -61%[inhibitor], HTT aggregate -10%, GAA inh 7% and Lamin A splicing 16%[9.22 µM].

The results go on:
For CCc1c(C(=O)c2ccc(Cl)cc2)oc2c(C)c3oc(=O)cc(C)c3cc12 the results were CBFb-RUNX1 inh 0%, GAA spleen mod 1%, GAA glycogen mod 11%, HTT cytoprotect -33%, HTT aggregate 10%, GAA inh 1% and Lamin A splicing 3%.
COc1ccc([N+](=O)[O-])cc1NC(=O)COC(=O)C=C(C)C was read as CBFb-RUNX1 inh 0%, GAA spleen mod -1%, GAA glycogen mod 12%, HTT cytoprotect 14%[10 µM], HTT aggregate 18%, GAA inh 3% and Lamin A splicing 2%[46 µM].
`O=C(c1cc(Br)ccc1Cl)N1CCCC1` gave CBFb-RUNX1 inh 8%, GAA spleen mod -13%, GAA glycogen mod -16%, HTT cytoprotect -9%, HTT aggregate 15%, GAA inh -4% and Lamin A splicing 22%[46 µM].
Screening CCOC(=O)N1CCN(C(=O)Cc2ccc(Cl)cc2)CC1 returned CBFb-RUNX1 inh 4%, GAA spleen mod 2%, GAA glycogen mod -7%, HTT cytoprotect 2%, HTT aggregate 1%, GAA inh 0% and Lamin A splicing -5%.
Screening CSc1ccc(S(=O)(=O)NCCSC(C)(C)C)cc1 returned CBFb-RUNX1 inh 1%, GAA spleen mod 2%, GAA glycogen mod -1%, HTT cytoprotect 14%[10 µM], HTT aggregate -30%, GAA inh inconclusive and Lamin A splicing -16%.
Screening COC(=O)c1cccc(-n2nnnc2SCC(=O)Nc2nc3c(s2)CCCC3)c1 returned CBFb-RUNX1 inh -4%, GAA spleen mod -11%, GAA glycogen mod -7%, HTT cytoprotect -11%, HTT aggregate -12%, GAA inh -4% and Lamin A splicing -2%.
Cc1cc2ncn(C3CC(=O)N(C)C3=O)c2cc1C (stereo not drawn) was read as CBFb-RUNX1 inh 7%, GAA spleen mod 2%, GAA glycogen mod 4%, HTT cytoprotect -5%, HTT aggregate -7%, GAA inh -1% and Lamin A splicing -1%.
O=C1CN(S(=O)(=O)c2ccc(F)cc2)CC(=O)N1CCc1ccccc1 was read as CBFb-RUNX1 inh 16%, GAA spleen mod 7%, GAA glycogen mod inconclusive, HTT cytoprotect -18%, HTT aggregate 21%, GAA inh inconclusive and Lamin A splicing 1%.
c1cncc(C(c2nnnn2C2CCCCC2)N2CCCCC2)c1 (stereo not drawn) was read as CBFb-RUNX1 inh 4%, GAA spleen mod -8%, GAA glycogen mod 13%, HTT cytoprotect -6%[10 µM], HTT aggregate -5%[9.22 µM] and GAA inh 4%.
Screening COc1cc([N+](=O)[O-])ccc1NC(=S)Nc1cccc(C(=O)O)c1 returned CBFb-RUNX1 inh 9%, GAA spleen mod -2%, GAA glycogen mod 4%, HTT aggregate -2%, GAA inh -10% and Lamin A splicing 18%.
For COC(=O)c1ccc(C(C(=O)NC2CCCCC2)N(CCc2ccccc2)C(=O)Cc2cccs2)cc1 (stereo not drawn) the results were CBFb-RUNX1 inh -1%, GAA spleen mod 3%, GAA glycogen mod 0%, HTT cytoprotect -1%[10 µM], HTT aggregate -4%, GAA inh 6% and Lamin A splicing -11%.
`O=C(Cn1cnc2ccccc2c1=O)OCCCCN1C(=O)c2ccccc2C1=O` gave CBFb-RUNX1 inh -2%, GAA spleen mod -10%, GAA glycogen mod 9%, HTT cytoprotect 3%, HTT aggregate -9%, GAA inh 2% and Lamin A splicing -8%.
`CCc1cc2c(=O)c(-c3nc4ccccc4[nH]3)coc2c(CN2CCCCC2C)c1O` (stereo not drawn) gave CBFb-RUNX1 inh -2%, GAA spleen mod -17%, GAA glycogen mod -1%, HTT cytoprotect 0%[10 µM] and HTT aggregate 0%[9.22 µM].
`COc1ccc(-c2csc(NC(=O)CN3C(=O)CCC3=O)n2)cc1` gave CBFb-RUNX1 inh 7%, GAA spleen mod 9%, GAA glycogen mod -16%, HTT aggregate 0% and GAA inh 4%.
